hiPSC survival: hiPSC single-cell survival enhancement; ATPlite luminescence; 100% = ROCK inhibitor wells, 0% = DMSO; survival enhancement, % at 20 µM; actives 0.044% (n = 360,000); in the data active = survival enhancement above about 18%;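 also: cells exposed to compounds for 16 hours before the ATP read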
N-glyco inh: N-linked glycosylation inhibition | D54 ERlucT glycosylation luciferase reporter, 24 h; percent of 100 nM tunicamycin response | reporter increase, % at 12.5 µM | actives 0.23% (n = 360,000) | AID 588692;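 active = mean luciferase reporter signal, scaled so untreated is 0 and the glycosylation-blocking control 100, at or above a set limit in every replicate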;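 also: luciferase carries N-glycosylation sites so blocking glycosylation raises the light; 0% = median of neutral control wells and 100% = median of 100 nM tunicamycin wells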
ABCB6 inh MLPCN: blocks the human ABCB6 transporter; K562-ABCB6 porphyrin accumulation, flow cytometry, 1 h; hits give low values; Q9NP58; fluorescence ratio to DMSO, % at 10 µM; actives 0.19% (n = 360,000);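 active = fluorescence ratio to DMSO below 75%, the collection mean minus 3 SD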;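 also: signal is porphyrin accumulated inside mitochondria; 100% equals median channel fluorescence of DMSO control wells; lower ratio means ABCB6 inhibition with less porphyrin fluorescence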
Target sequence (Q9NP58 whole entry, looked up): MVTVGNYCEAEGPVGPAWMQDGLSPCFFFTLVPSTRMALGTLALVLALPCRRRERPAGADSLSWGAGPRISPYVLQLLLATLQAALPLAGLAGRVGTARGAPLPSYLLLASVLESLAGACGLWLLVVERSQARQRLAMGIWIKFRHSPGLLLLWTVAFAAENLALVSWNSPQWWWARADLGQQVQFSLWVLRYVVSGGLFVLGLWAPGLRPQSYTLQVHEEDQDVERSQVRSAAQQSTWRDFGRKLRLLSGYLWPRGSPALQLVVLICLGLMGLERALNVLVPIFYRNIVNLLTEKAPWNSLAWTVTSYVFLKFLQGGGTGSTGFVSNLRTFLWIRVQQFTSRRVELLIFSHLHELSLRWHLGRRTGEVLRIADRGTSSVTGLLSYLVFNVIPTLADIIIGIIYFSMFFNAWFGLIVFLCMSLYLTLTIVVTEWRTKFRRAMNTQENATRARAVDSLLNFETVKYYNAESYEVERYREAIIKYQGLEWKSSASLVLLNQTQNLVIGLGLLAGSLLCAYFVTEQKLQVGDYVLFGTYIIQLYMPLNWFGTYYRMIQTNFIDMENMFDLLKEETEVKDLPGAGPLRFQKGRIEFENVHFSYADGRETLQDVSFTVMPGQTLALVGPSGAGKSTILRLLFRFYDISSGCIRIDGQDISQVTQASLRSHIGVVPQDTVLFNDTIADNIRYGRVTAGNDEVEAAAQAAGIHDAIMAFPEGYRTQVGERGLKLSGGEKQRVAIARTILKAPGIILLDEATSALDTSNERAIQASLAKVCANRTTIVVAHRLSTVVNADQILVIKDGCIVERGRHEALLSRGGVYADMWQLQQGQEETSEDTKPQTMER
aDG glyco up: increases alpha dystroglycan glycosylation. Pro5-aDG cells, alpha-DG glycosylation AlphaScreen (IIH6); 0% Pro5, 100% B10-LARGE cell signal. activation, % at 10 µM. actives 0.22% (n = 360,000). AID 624168;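 active = activation of at least 8% versus controls, or a plate z-score of at least 8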;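 also: Pro5 are CHO cells carrying HIG-tagged alpha-DG that lacks glycosylation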
m5-HT2A agonist: activates the mouse 5-HT2A serotonin receptor. P35363. CHO-K1 mHTR2A beta-arrestin complementation, luminescence; percent of 30 µM serotonin response. activation, % at 7.6 µM. actives 0.66% (n = 360,000). AID 624169;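 active = activation above a run cutoff, the mean activation of all tested compounds plus 3 SD, cut at about 14% in these data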;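 also: 0% = plate median of compound wells and 100% = 30 µM serotonin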
MC4R antagonist: blocks human MC4R cAMP signaling. AID 540295. P32245. inhibition, % at 6.5 µM. actives 0.48% (n = 360,000). MC4R-expressing cells, MTII-stimulated cAMP, LANCE TR-FRET;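 active = inhibition above its plate's cutoff, the mean of tested wells on that plate plus 3 SD, cut at about 29% in these data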;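 also: 0% = Melanotan II alone and 100% = Melanotan II plus saturating MCL0020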
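System – human MC4R-expressing U2OS cells · Also added – Melanotan II · Dosing – one concentration, 6.5 µM nominal · Timing – 30-min compound, 1-h challenge, 1-h detection, room temperature · Measured by – Eu-cAMP/anti-cAMP TR-FRET, emission 671 nm · Replicates – singlicate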
Cardio protect: myocardial damage modulation in H9c2 cells; H9c2 cardiomyocytes, H2O2 injury protection, ATPLite, 2 h; actives 0.63% (n = 360,000); AID 588492; protection from H2O2 cell death, % at 20 µM;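 active = compounds giving at least 50% protection of heart cells from peroxide-induced death in the single-dose screen, raw or plate-pattern-corrected value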;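 also: 0% = DMSO wells with peroxide and 100% = DMSO wells without peroxide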
MC4R ag barr: agonists of human melanocortin 4 receptor (MC4R) beta-arrestin; P32245; U2OS MC4R beta-arrestin complementation, luminescence; percent of melanotan II response, DMSO zero; actives 0.98% (n = 360,000); AID 540308; activation, % at 8.9 µM;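 active = activation above a per-plate cutoff, the mean activation of sample wells on that plate plus 3 SD, cut at about 8% in these data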
ABHD5-PLIN5 inh: blocks binding of human ABHD5 to perilipin-5; actives 0.78% (n = 360,000); Q00G26+Q8WTS1; inhibition, % at 4 µM; Split G. princeps luciferase complementation, luminescence, 4 h;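 active = inhibition above the mean inhibition across every tested compound plus 3 SD, cut at about 22% in these data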;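 also: 0% = DMSO only wells and the 100% control is not disclosed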
Exocytosis inh: lytic granule exocytosis inhibition; TALL-104 LAMP-1 surface exposure, flow cytometry; cells stimulated with thapsigargin and PMA; inhibition, % at 10 µM; actives 0.66% (n = 360,000);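 active = inhibition above about 55%, limit read from the data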
* hit, by the source's call; nt = not tested or not shown.

SMILES	hiPSC survival	N-glyco inh	ABCB6 inh MLPCN	aDG glyco up	m5-HT2A agonist	MC4R antagonist	Cardio protect	MC4R ag barr	ABHD5-PLIN5 inh	Exocytosis inh
COc1ccccc1N1CCN(C(=O)Cc2c(C(=O)O)[nH]c3ccc(Cl)cc23)CC1	-0.5	2.2	91.0	0.3	7.9	7.1	2.1	4.7	-4.2	0.2
CCOC(=O)C1CCCN(c2c(NCCCN(CC)c3cccc(C)c3)c(=O)c2=O)C1 (stereo not drawn)	-2.1	2.7	101.0	0.4	4.2	0.5	5.0	1.4	2.2	-3.8
COC(=O)c1cc(S(=O)(=O)N2c3ccccc3CC2C)c[nH]1 (stereo not drawn)	-0.3	-1.0	93.0	0.0	-5.5	7.0	-2.0	-4.1	-0.1	12.4
CC1CCN(C(=O)CSc2nc3ccccc3[nH]2)CC1	-0.2	-3.9	103.0	0.2	-0.9	17.9	4.7	-2.5	-4.1	-1.9
CCOc1cc(C2Nc3ccccc3C(=O)N2c2ccccc2)ccc1O (stereo not drawn)	0.1	1.7	92.0	0.1	-4.1	11.3	8.6	-1.3	-3.5	1.8
CCn1c(SCC(=O)Nc2cccc(NC(=O)c3cccs3)c2)nnc1-c1ccncc1	5.9	-0.2	75.0	0.1	-5.9	7.0	-0.2	-1.8	3.3	3.2
CCCCNC(=O)CC1C(=O)N(Cc2ccccc2)C(C)c2nc3ccccc3n21 (stereo not drawn)	-1.0	0.5	99.0	2.8	-1.4	4.2	4.2	2.1	-1.1	2.6
CCN(CC)C(=O)C1CCN(Cc2cccc(OCc3ccccc3)c2)CC1	-1.3	-1.5	92.0	0.3	-4.4	-1.0	0.1	-1.7	-4.6	-0.5
COc1ccc(OC)c(N(CC(=O)N2CCOCC2)S(C)(=O)=O)c1	0.3	-0.9	98.0	0.4	0.0	1.8	2.7	0.0	1.1	-5.4
COc1ccc2oc(C(=O)N(C)Cc3ccc(OC(F)F)cc3)c(C)c2c1	-0.1	1.8	89.0	0.2	-0.6	-5.3	-1.2	-1.1	4.3	1.8
CCOC(=O)c1cccc(NC(=O)CSc2nnc(-c3ccoc3C)n2CCOC)c1	0.3	-0.2	95.0	0.2	0.4	-1.7	14.2	-1.0	-5.5	1.1
CC(Oc1cccnc1[N+](=O)[O-])C(=O)N1CCc2ccccc21 (stereo not drawn)	-2.2	-1.5	97.0	-0.3	-0.2	4.2	3.3	0.6	14.8	4.9
CCCCCCNC(=O)c1cccc(-c2ccc(C)c3ccccc23)n1	-2.4	-4.0	89.0	0.1	-8.3	9.7	-0.7	-0.6	-0.9	57.8*
COc1ccc(C(O)c2ncc(-c3ccccc3C)[nH]2)cc1 (stereo not drawn)	-2.1	0.4	103.0	-0.2	2.5	-0.2	-5.1	-1.7	-4.7	0.6
O=C(Cc1coc(-c2ccc(F)cc2)n1)NCc1ccccc1	0.1	1.1	99.0	-0.1	0.2	9.2	-8.2	1.6	-1.5	0.3
CCOC(=O)N1CCN(C(=O)COC(=O)c2cc(Cl)cc(Cl)c2)CC1	1.0	1.4	103.0	-0.1	-2.4	13.3	5.3	2.1	-0.1	0.4
CCN(C(=S)NC(=O)C1CC1)c1ccccc1	0.8	0.3	94.0	-0.2	4.6	6.2	-1.7	-2.5	-5.6	-5.3
Cc1ccc(N2C(=O)c3ccccc3C2Nc2ccccc2)nc1 (stereo not drawn)	-0.2	-1.7	97.0	-0.1	0.2	-1.0	-1.7	-1.5	-4.6	-0.7
O=C(CN1C(=O)NC2(CCCCC2)C1=O)N1CCN(S(=O)(=O)c2ccc(Cl)s2)CC1	-0.2	1.2	103.0	-0.1	4.5	4.7	3.5	-1.1	12.0	3.3
CCCNC(=O)/C(C#N)=C1\N=C(NC(=O)c2cccs2)c2ccccc21	0.5	0.1	102.0	-0.2	-3.5	6.2	3.3	-4.2	4.9	1.4
COC(=O)CP(=O)(c1ccccc1)c1ccccc1	-0.2	0.1	100.0	0.0	5.4	4.8	-8.3	-1.7	2.8	-2.9
O=C(Nc1ccc2c(c1)OCO2)C1Cc2c(-c3cccnc3)ccnc2O1 (stereo not drawn)	1.6	1.5	95.0	0.0	13.5	-1.7	6.9	0.6	-3.1	2.5
Cc1cc(SCc2ccccc2)nc(=O)[nH]1	2.1	nt	98.0	0.0	-0.7	14.9	5.9	-0.7	0.6	4.1
CCOCCn1c(CN2CCN(c3ccc(OC)cc3)CC2)nc2c1c(=O)n(C)c(=O)n2C	-1.5	1.9	97.0	0.3	-0.9	10.1	-1.6	2.5	5.4	3.5
O=C(Nc1ccccc1N1CCOCC1)C1(c2ccc(Cl)cc2)CCC1	2.0	-7.3	94.0	-0.2	1.4	6.9	8.6	-0.7	-1.2	0.0
CCN1CCc2c(sc(NC(=O)Cc3ccccc3)c2C(=O)OC)C1	1.2	-4.0	101.0	0.1	-5.8	5.3	9.8	-0.5	-0.4	5.0
O=C(Nc1ccc(S(=O)(=O)N2CCOCC2)cc1)c1ccc2ncsc2c1	1.0	-1.4	99.0	-0.1	-3.2	8.9	-1.7	0.4	-3.4	-2.9
CCC(C)Nc1nc2c(c(=O)n(C)c(=O)n2C)n1C (stereo not drawn)	-0.5	2.6	93.0	0.0	3.8	-2.4	-5.2	-1.2	5.8	-3.3
O=C(O)C1CSC(c2ccccc2Cl)N1C(=O)c1ccc(Cl)cc1 (stereo not drawn)	-0.2	0.3	99.0	0.0	-0.9	3.2	0.4	1.6	-0.1	-1.5
COc1ccc(OC)c(C2C3=C(CCCC3=O)NC3=C2C(=O)CCC3)c1	2.9	-0.5	98.0	0.1	5.4	1.8	1.1	-0.3	0.1	3.3
CC1=NNC(=O)/C1=C\c1cn(-c2ccccc2)nc1-c1ccccc1	4.7	-14.7	92.0	-0.3	4.5	51.1*	-17.7	-3.9	74.0*	43.7
CCOC(=O)c1ccc(NC2Nc3cc(C)nn3S2)cc1 (stereo not drawn)	-0.6	5.0	98.0	0.1	1.3	-4.7	-4.2	-2.9	-0.3	-18.7
O=C(Nc1nc2ccccc2s1)c1c(F)cccc1Cl	-0.7	1.6	101.0	0.0	4.0	4.4	-1.2	-1.0	1.5	-6.2
CC(C)CC(=O)NC(=S)NNC(=O)c1ccc([N+](=O)[O-])cc1	-0.1	1.4	101.0	0.2	-8.1	17.2	32.2	-1.4	-4.6	0.5
O=C(c1ccc2c(=O)n3c(nc2c1)CCCCC3)N1CCN(Cc2ccccc2)CC1	-2.1	0.8	99.0	-0.1	0.5	0.1	11.4	0.0	3.3	-1.4
O=C(Nc1cc(F)cc(F)c1)c1ccc(NCCCN2CCCCCC2)c([N+](=O)[O-])c1	-1.1	-1.5	98.0	0.5	-8.6	-3.7	6.5	-0.3	8.5	5.2
Cc1ccc(=O)n(C(C(=O)NCc2ccco2)C(=O)c2ccc(F)cc2)c1 (stereo not drawn)	-2.4	0.2	94.0	0.0	2.5	6.6	-3.9	0.0	3.9	-0.7
O=C(Nc1ccccc1C(=O)NCCc1ccccc1)c1cnccn1	-0.7	-0.4	97.0	-0.1	10.9	10.8	20.0	-1.9	6.1	12.9
Cc1nnc(NC(=O)CSc2nnc(-c3ccccc3)n2C)s1	2.2	0.0	104.0	-0.4	5.5	9.0	11.0	0.8	-8.2	-3.8
Cc1ccccc1OCC(=O)NC(=S)Nc1ccccc1N1CCN(S(C)(=O)=O)CC1	-0.3	0.5	99.0	0.0	-2.5	-3.8	33.3	-2.9	-1.1	-7.4
CC(C)(C)OC(=O)C1=CC[C@@H](c2ccc(Cl)c(Cl)c2)N(S(=O)(=O)c2ccc(F)cc2)[C@H]1c1cccc(F)c1	-1.2	-9.6	100.0	-0.2	2.4	nt	-2.3	nt	2.9	-2.0
Cc1ccc(OCC(=O)N/N=C\c2ccncc2)c(C)c1	3.2	-0.8	93.0	2.3	-3.6	12.5	1.6	-0.3	1.1	1.9
Cc1cccc(CCNC(=O)C2CCC(=O)N(Cc3ccc(Cl)cc3)C2)n1 (stereo not drawn)	-0.3	1.2	98.0	0.1	7.2	11.7	-3.0	-3.2	0.7	3.8

As a short view, some entries already given.
SMILES	hiPSC survival	N-glyco inh	ABCB6 inh MLPCN	aDG glyco up	m5-HT2A agonist	MC4R antagonist	Cardio protect	MC4R ag barr	ABHD5-PLIN5 inh	Exocytosis inh
O=C(c1ccc2c(=O)n3c(nc2c1)CCCCC3)N1CCN(Cc2ccccc2)CC1	-2.1	0.8	99.0	-0.1	0.5	0.1	11.4	0.0	3.3	-1.4
O=C(Nc1cc(F)cc(F)c1)c1ccc(NCCCN2CCCCCC2)c([N+](=O)[O-])c1	-1.1	-1.5	98.0	0.5	-8.6	-3.7	6.5	-0.3	8.5	5.2
Cc1ccc(=O)n(C(C(=O)NCc2ccco2)C(=O)c2ccc(F)cc2)c1 (stereo not drawn)	-2.4	0.2	94.0	0.0	2.5	6.6	-3.9	0.0	3.9	-0.7
O=C(Nc1ccccc1C(=O)NCCc1ccccc1)c1cnccn1	-0.7	-0.4	97.0	-0.1	10.9	10.8	20.0	-1.9	6.1	12.9
Cc1nnc(NC(=O)CSc2nnc(-c3ccccc3)n2C)s1	2.2	0.0	104.0	-0.4	5.5	9.0	11.0	0.8	-8.2	-3.8
Cc1ccccc1OCC(=O)NC(=S)Nc1ccccc1N1CCN(S(C)(=O)=O)CC1	-0.3	0.5	99.0	0.0	-2.5	-3.8	33.3	-2.9	-1.1	-7.4
CC(C)(C)OC(=O)C1=CC[C@@H](c2ccc(Cl)c(Cl)c2)N(S(=O)(=O)c2ccc(F)cc2)[C@H]1c1cccc(F)c1	-1.2	-9.6	100.0	-0.2	2.4	nt	-2.3	nt	2.9	-2.0
Cc1ccc(OCC(=O)N/N=C\c2ccncc2)c(C)c1	3.2	-0.8	93.0	2.3	-3.6	12.5	1.6	-0.3	1.1	1.9
Cc1cccc(CCNC(=O)C2CCC(=O)N(Cc3ccc(Cl)cc3)C2)n1 (stereo not drawn)	-0.3	1.2	98.0	0.1	7.2	11.7	-3.0	-3.2	0.7	3.8
